KCNH2 3.1 block = qHTS for Inhibitors of KCHN2 3.1: Mutant qHTS; activity change, % (tested at about 1.8 µM); U2OS KCNH2 3.1, thallium flux FluxOr; hits give low values; AID 720553, 2013; Potassium voltage-gated channel subfamily H member 2, brain isoform KCNH2 3.1 (human); 340,000 compounds, 0.95% hits;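 active = maximum activity change below -70%; inconclusive = maximum activity change from -70% to -50%; inactive = maximum activity change above -50%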;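 also: thallium influx rate constant from kinetic fluorescence after stimulation buffer; % is scaled to controls: 0 for no effect and ±100 for the full control effect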
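Kinetic fluorescence (2 min after stimulation buffer) measures Tl+ influx through KCNH2 3.1 expressed by viral transduction in U2OS cells; the rate constant is normalized against DMSO controls serving as positive and negative references.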
GALK inhibitor = qHTS Assay for Inhibitors of Human Galactokinase (GALK) | P51570 | Purified GALK, Kinase-Glo residual ATP luminescence | Potency, µM (top dose mostly 57.5 µM), for inactives: at the top dose activity change, negative = inhibition, hits mostly inhibitors | 270,000 compounds, 0.007% hits | AID 1868, 2009; also: potency is read from the fitted curve at half-maximal effect; % is scaled to controls: 0 for no effect and ±100 for the full control effect
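Luminescence from leftover ATP (Ultra-Glo luciferase/luciferin) served as read-out after a 1 h room-temperature reaction of 5 nM GALK with 35 uM ATP and 100 uM galactose.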
CXXC DNA block = qHTS Fluorescence Polarization Assay for Inhibitors of MLL CXXC domain - DNA interaction | Histone-lysine N-methyltransferase 2A (Homo sapiens), Q03164 | MLL-CXXC / FITC-HOXA9 DNA fluorescence polarization | Potency, µM (series often up to 115 µM), without a hit: at the highest dose activity change, negative = inhibition, most hits filed as inhibitors | 290,000 compounds, 0.037% hits | AID 2662, 2010; active = well fitted inhibition curve with a large enough effect in the polarisation, with a control signal flat, not every such curve was filed as active; inconclusive = small, poorly fitted or top-dose-only effect, or effect the other way, or a change in a side signal; inactive = no such curve, though single readings can be large or run the other way; the % refers to the polarisation; also: potency is read from the fitted curve at half-maximal effect
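Fluorescence polarization: 7 uM MLL-CXXC (stock) preincubated 5 min with compounds, then 50 nM fluorescein-HOX-A9 DNA (stock) added; 30 min ambient. Buffer 50 mM Tris-HCl pH 7.5, 50 mM NaCl, 1 mM DTT, 0.05% BSA.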
ASM inhibitor = Inhibitors of Secretory Acid Sphingomyelinase (S-ASM): qHTS; 340,000 compounds, 0.006% hits; placental ASM, HMU-PC fluorogenic substrate, 60 min; Potency, µM (top dose mostly 57.5 µM), for the others: at the top dose activity change, negative = inhibition, usual class: inhibitors; Sphingomyelin phosphodiesterase (Homo sapiens), P17405; also: potency is read from the fitted curve at half-maximal effect
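Fluorescence read-out (Ex 386 nm, Em 447 nm) after stopping the reaction at pH 10. Enzyme: ASM from human placenta; substrate HMU-PC0, 9 uM final; 60 min, 37 °C. Compound preincubation 10 min, ambient temperature.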
TRPV1 agonist = HTS Assay for Compounds that Act as Agonists of the Vanilloid Receptor 1; TRPV1-expressing cells, Fluo-8 calcium influx, agonist mode; activation, % at 8.33 µM; 320,000 compounds, 0.19% hits; AID 540275, 2011; in the data active = activation above about 80%; inconclusive = between about 30% and that limit; also: 0% is about no effect
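TRPV1-expressing cells were cultured overnight at 35.5C and loaded with Fluo-8 calcium dye for 40 to 90 min at room temperature. After a 10 s baseline, compound was added and calcium influx was read kinetically for 3 min (ex 480/em 520 nm).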
KCNH2 WT inh = qHTS for Inhibitors of KCHN2 3.1: Wildtype qHTS | AID 720551, 2013 | activity change, % at 1.84 µM | U2OS, BacMam KCNH2, thallium flux FluxOr; hits give low values | 340,000 compounds, 0.37% hits | Voltage-gated inwardly rectifying potassium channel KCNH2 (Homo sapiens), Q12809;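 active = maximum activity change below -70%; inconclusive = maximum activity change between -70% and -50%; inactive = maximum activity change above -50%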; also: % is scaled to controls: 0 for no effect and ±100 for the full control effect
Target sequence (Q12809 whole entry, looked up): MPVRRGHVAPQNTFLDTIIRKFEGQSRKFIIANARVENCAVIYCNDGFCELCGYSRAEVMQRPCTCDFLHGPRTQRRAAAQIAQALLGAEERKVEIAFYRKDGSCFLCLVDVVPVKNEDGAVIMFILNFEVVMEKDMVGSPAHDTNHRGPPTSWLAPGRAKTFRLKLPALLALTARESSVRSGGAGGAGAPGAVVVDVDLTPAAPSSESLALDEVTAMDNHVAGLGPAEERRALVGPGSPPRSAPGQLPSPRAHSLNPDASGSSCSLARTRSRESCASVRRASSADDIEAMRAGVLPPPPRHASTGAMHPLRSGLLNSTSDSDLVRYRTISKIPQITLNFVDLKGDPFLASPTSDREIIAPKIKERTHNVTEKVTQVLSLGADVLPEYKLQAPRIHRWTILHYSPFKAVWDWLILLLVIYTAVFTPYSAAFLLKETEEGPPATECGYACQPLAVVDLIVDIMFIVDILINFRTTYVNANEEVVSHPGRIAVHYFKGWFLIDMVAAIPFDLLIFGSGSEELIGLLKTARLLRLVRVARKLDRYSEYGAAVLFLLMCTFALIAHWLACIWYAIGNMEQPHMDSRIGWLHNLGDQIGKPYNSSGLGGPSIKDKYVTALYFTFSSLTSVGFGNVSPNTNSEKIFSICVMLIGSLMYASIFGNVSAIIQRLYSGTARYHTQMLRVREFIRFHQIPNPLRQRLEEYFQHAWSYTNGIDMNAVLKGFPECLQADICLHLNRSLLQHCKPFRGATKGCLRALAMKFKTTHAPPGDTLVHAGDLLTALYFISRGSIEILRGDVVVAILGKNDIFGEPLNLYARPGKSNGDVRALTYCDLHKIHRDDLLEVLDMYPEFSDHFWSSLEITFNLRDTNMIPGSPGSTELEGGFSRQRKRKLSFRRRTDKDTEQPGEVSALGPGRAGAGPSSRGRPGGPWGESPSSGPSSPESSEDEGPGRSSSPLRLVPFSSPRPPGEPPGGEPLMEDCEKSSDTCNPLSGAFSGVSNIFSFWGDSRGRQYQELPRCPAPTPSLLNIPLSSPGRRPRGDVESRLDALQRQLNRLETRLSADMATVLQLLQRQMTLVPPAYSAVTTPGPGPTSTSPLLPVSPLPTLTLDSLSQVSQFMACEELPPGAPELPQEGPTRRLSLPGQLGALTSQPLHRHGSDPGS
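U2OS cells were transduced with wild-type KCNH2 virus (2.03 x 10^8 / mL) for 4 h at room temperature, then cultured overnight at 37 C. Thallium flux was read with FluxOr dye. Rate constants were normalized to DMSO controls.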
Integrin act MD = qHTS for Activators of Integrin-Mediated Alleviation for Muscular Dystrophy; alpha7betagal myoblasts, beta-gal FDG fluorescence, 48 h; Potency, µM (doses to about 38.3 µM), inactives show top-dose activation, usual class: activators; 350,000 compounds, 0.064% hits;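 also: potency is read from the fitted curve at half-maximal effect; 100% = response of the positive control SU9516; nearly all actives have a fitted effect of over 60% in size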
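alpha7betagal+/- myoblasts (passage 13, 250/well) treated 48 h at 37C with compounds at 1:260 dilution of DMSO stock. Lysed, then beta-galactosidase activity read as FDG fluorescence (ex 480/em 540) after 30 min, with pre-read for autofluorescence.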
Coupling enz = qHTS Assay for Inhibitors of Fructose-1,6-bisphosphate Aldolase from Giardia Lamblia: Coupling assay counterscreen; AID 2472, 2010; 290,000 compounds, 0.67% hits; coupling enzyme system counterscreen, AmpLite Red fluorescence; activity change, negative = inhibition, % at 58.2 µM, hits read low; in the data active = activity change below about -30%; also: % is scaled to controls: 0 for no effect and ±100 for the full control effect
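Counterscreen of the coupled detection system alone, without aldolase: glyceraldehyde-3-phosphate coupling enzymes plus AmpLite Red readout. Compounds at 57.5 uM final, 10 min RT preincubation, 20 min RT reaction, fluorescence 525/598 nm.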
MBNL1 CUG block = qHTS Assay for Inhibitors of MBNL1-poly(CUG) RNA binding; AID 2675, 2010; 280,000 compounds, 0.036% hits; Potency, µM (series often up to 57.5 µM), inactives show at the highest dose activity change, negative = inhibition, hits mostly inhibitors; TR-FRET MBNL1-His/biotin-(CUG)12 binding, 665/545 ratio; Muscleblind-like protein 1 (Homo sapiens), Q9NR56; active = well fitted inhibition curve with a large enough effect in the signal ratio, with a control signal flat, not every such curve was filed as active; inconclusive = small, poorly fitted or top-dose-only effect, or effect the other way, or a change in a side signal; inactive = no such curve, though single readings can be large or run the other way; the % refers to the signal ratio; also: potency is read from the fitted curve at half-maximal effect; % is scaled to controls: 0 for no effect and ±100 for the full control effect
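TR-FRET readout: Ex 340 nm, 665/545 nm emission ratio, normalized to buffer-only (basal) and MBNL1-(CUG)12 controls. Complex of MBNL1-His with Biotin-(CUG)12, compounds 92 nM–58 uM, incubated 60 min at room temperature.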
A-T KAP1 phos = qHTS Assay for Identifying a Potential Treatment of Ataxia-Telangiectasia; […] A-T fibroblasts, KAP-1 phosphorylation AlphaLISA; neocarzinostatin DNA damage 30 min before lysis; Potency, µM (doses to about 57.5 µM), inactives show at the top dose activation, usual class: activators; 320,000 compounds, 0.19% hits; also: potency is read from the fitted curve at half-maximal effect; % of control where 0% means no effect; nearly all actives have a fitted effect of over 45% in size
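hTERT-immortalized A-T patient fibroblasts ([…]), 500 cells/well in OPTI-MEM, 1% FBS, got compounds for 60 min, then NCS for 30 min at 37C. Lysates were then assayed for phospho-KAP-1 by AlphaLISA (anti-pKAP1 donor, anti-KAP1 acceptor beads), 6 hr at 25C.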
* hit, by the source's call; ? = inconclusive; / = no result given; [ ] = dose if it differs, or a comment. Unless noted, calls follow the shape of the dose curve; as a rule, active = well fitted curve in the direction sought with a large enough effect; inconclusive = small, poorly fitted or top-dose-only effect, or another doubt; inactive = no such curve, though single readings can be large; an effect the other way counts as inactive or inconclusive.

SMILES	KCNH2 3.1 block	GALK inhibitor	CXXC DNA block	ASM inhibitor	TRPV1 agonist	KCNH2 WT inh	Integrin act MD	Coupling enz	MBNL1 CUG block	A-T KAP1 phos
O=C(O)c1ccc(S(=O)(=O)NCc2cccnc2)cc1	?	-3.6%	4.3%	-1.1%	-3.1	-16.2	-11.2%	-0.2	2.0%	-9.1%
Cc1ccccc1OCC(=O)NCCC1=CCCCC1	-3.9	/	12.5%	-0.2%	?	-6.2	16.8%	5.0	-29.1%[11.5 µM]	4.5%
COc1ccc(NC(C)=O)cc1S(=O)(=O)N1CCn2cccc2C1C (configuration not stated)	-1.7	/	/	7.2%	0.8	-1.3	-36.8%	/	/	-3.3%
CC(C)c1ccc(NC(=S)NN2C(C)CCCC2C)cc1 (configuration not stated)	4.8	9.4%	4.2%	-2.2%	11.3	2.0	-13.7%	1.0	-1.7%	2.5%
COCCCn1cnc2oc3nc4ccccc4nc3c2c1=O	-11.7	-0.9%	-3.5%	/	8.0	8.5	-9.2%	-0.7	?	-1.1%
CCCCCCSc1ccc([C@H]2N[C@@](C)(C(=O)OC)[C@H]3C(=O)N(C)C(=O)[C@@H]23)cc1	-12.7	/	/	?	5.0	-6.9	-13.9%	/	/	20.4%
O=C(NCCN1CCOCC1)/C(=C\c1ccccc1Cl)NC(=O)c1ccccc1	-2.4	2.9%	1.6%	4.8%	-3.3	36.1	9.4%	/	-3.2%	6.1%
O=C(Nc1cccc(NC(=O)c2cccc([N+](=O)[O-])c2)n1)c1cccc([N+](=O)[O-])c1	-83.8*	1.6%	?	-0.7%	-6.7	-7.3	?	0.8	?	0.5%
COc1ccc(-c2nnc(SCc3nnc(-c4cccs4)o3)n2CC2CCCO2)cc1 (configuration not stated)	0.2	-1.2%	-6.4%	5.4%	2.9	-2.6	-24.5%	-2.8	-13.0%	-3.8%
COc1cccc2[nH]c3c(Cl)ncnc3c12	0.0	/	-2.8%	243.1%[activator]	-5.0	-184.0*	0.1%	-6.7	?	2.9%
Cc1cc(S(=O)(=O)NC[C@H]2O[C@@H](n3cnc4c(N)ncnc43)[C@H](O)[C@@H]2O)c(C)s1	13.3	/	/	-2.3%	/	-23.1	10.8%	/	/	32.5%
O=C(COC(=O)CCc1nc2ccccc2c(=O)[nH]1)Nc1ccc(OC(F)(F)F)cc1	12.3	/	/	-6.6%	6.2	-15.9	4.5%	/	/	-4.0%
O=C(N/N=C/c1cccnc1)c1cc(O)c(O)c(O)c1	7.6	/	5.9%	-4.2%	0.6	1.8	3.5%	-10.1	8.0%	11.4%
Cc1[nH]c2ccccc2c1C(=O)C(=O)N1c2ccccc2CC1C (configuration not stated)	-9.1	-5.7%	-1.0%	-4.8%	?	-2.8	-18.1%	-12.3	2.2%	-0.4%
COc1cc2c(cc1OC)CN(C(=O)c1ccc(OC)c(S(=O)(=O)N3CCCC3)c1)CC2	10.8	/	/	1.2%	-2.4	-6.2	-8.0%	/	/	-3.6%
COc1cc(NC(=S)Nc2ccc3c(c2)OCCO3)cc(OC)c1OC	8.1	/	-3.8%	0.6%	-2.4	7.5	-4.8%	0.9	-0.3%	-12.1%
CCOC(=O)SC1=N/C(=C\c2ccc(N(C)C)cc2)C(=O)S1	-12.7	-1.3%	94.6%[activator]	-2.6%	0.6	-12.5	-14.0%	1.3	?	-9.8%
Cc1cc(NC(=O)CCC(=O)N(CC(=O)NC2CCCC2)Cc2ccco2)no1	14.6	-1.6%	-4.0%	2.1%	1.8	7.6	28.2%	0.0	6.2%	-1.8%
O=C(COc1ccc(S(=O)(=O)N2CCCCC2)cc1)N1CCCCCC1	6.1	1.6%	-1.8%	2.8%	20.2	1.1	8.3%	3.8	-1.4%	9.1%
N#Cc1cccc(NC(=O)CNc2cccc(S(=O)(=O)N3CCCC3)c2)c1	-8.7	/	/	-6.5%	-0.4	8.4	-7.2%	/	/	1.9%
O=C(O)C(Cc1ccccc1)N1C(=O)/C(=C/c2ccccc2)SC1=S (configuration not stated)	5.7	-2.4%	0.3%	-4.6%	-1.8	-8.5	-3.2%	7.4	/	3.2%
Cc1ccccc1-n1c(Cc2cccs2)n[nH]c1=S	-2.2	/	-1.6%	1.0%	0.3	-37.0	?	2.0	-11.7%	-1.9%
CCOc1ccc(CCNC(=O)COC(=O)c2cccnc2OCC)cc1OCC	-6.0	3.4%	-7.6%	3.3%	-3.1	19.6	8.1%	1.1	-6.2%	3.4%
CC(C)(C)NC(=S)N/N=C\c1ccc(-c2ccc([N+](=O)[O-])cc2)o1	-9.2	4.8%	34.0%[activator]	-8.1%	16.5	-16.4	-11.4%	-4.2	?	19.3%
O=C(Cc1nn[nH]n1)c1ccccc1O	-12.4	2.7%	-0.2%	-5.1%	-2.4	0.2	-18.0%	0.8	-17.1%	-19.4%
CCn1c(CSc2nnc(-c3cccnc3)n2-c2ccccc2C)nc2cc(C(=O)O)ccc21	/	0.4%	-4.2%	/	-0.2	/	/	-9.8	23.9%	3.5%
Cn1nc(C(=O)Nc2sc3c(c2C#N)CCCC3)ccc1=O	17.9	-2.1%	3.6%	-5.0%	15.3	2.2	19.9%	-0.4	17.1%	-0.5%
Cc1c(NC(=O)c2cc(-c3cccs3)on2)c(=O)n(-c2ccccc2)n1C	0.2	-0.2%	15.3%	7.0%	2.9	-8.8	19.9%	0.5	?	/
Clc1cccc(CN2CCN(Cc3nc(CCc4ccccc4)no3)CC2)c1	-17.3	9.2%	5.0%	-2.3%	11.9	-4.2	36.8%	1.1	1.1%	1.2%
COC(=O)c1ccc(NC(=O)COC(=O)CSc2nc(C)cc(C)n2)cc1	6.3	0.4%	2.7%	-1.4%	4.5	-26.8	10.2%	1.8	-8.9%	2.4%
Cc1ccc(NC(=O)C(Cc2ccccc2)N2C(=O)C3C4CCC(C4)C3C2=O)cc1Cl (configuration not stated)	-10.9	2.0%	-4.6%	-3.5%	?	-1.5	?	-1.4	-4.8%	-5.2%
Brc1ccc2ncnc(NCc3ccccc3)c2c1	-6.8	-0.5%	7.7%	-0.6%	15.3	-18.8	-47.6%[inhibitor]	1.9	?	-2.8%
Cc1ccc2c(CN3CCCc4ccccc43)cc(=O)oc2c1C	1.6	-3.0%	17.1%	-6.1%	8.3	13.1	-18.7%	-52.6*	?	2.1%
CCOc1ccc(NC(=O)CN2C(=O)CSC2=O)cc1	-89.9*	0.8%	-1.7%	0.2%	-0.1	-18.4	?	1.7	-11.8%	2.9%
CCOC(=O)N/N=C(/C)c1ccc([N+](=O)[O-])o1	/	/	-3.3%	/	-2.0	/	/	6.2	?	6.5%
N#CCCCSc1nnc(CSc2nc3ccccc3s2)n1-c1ccccc1	-2.7	0.3%	5.7%	-3.7%	17.5	-0.5	10.0%	-0.3	4.3%	0.9%
CN(C(=O)c1ccccc1C(=O)OCC(=O)c1ccccc1)c1ccccc1	-28.8	/	/	-1.6%	1.7	-4.3	1.9%	/	/	1.8%
CCCc1cc(=O)n2[nH]c(NCc3ccc(OC)c(OC)c3)nc2n1	19.5	-3.4%	0.0%	0.3%	0.5	-13.5	28.8%	5.9	-2.2%	2.8%
NC(=O)C1CCCN(C(=O)CCCNC(=O)c2ccc(Cl)cc2)C1 (configuration not stated)	-8.5	-2.7%	?	6.1%	1.0	-9.6	0.0%	0.9	-0.3%	-1.6%
Cc1cccc2c(=O)c(Br)c(C)n(Cc3ccccc3)c12	6.4	3.5%	18.7%	-8.8%	2.0	3.4	17.9%	2.6	1.9%	3.9%
O=C(c1ccccc1)N(Cc1ccc(F)cc1)Cc1nc2ccccc2c(=O)[nH]1	0.8	-1.5%	-12.8%	-1.4%	-9.8	1.9	-0.2%	0.4	2.9%	-0.3%
